Pf Dd2 growth: Plasmodium falciparum Dd2 growth inhibition. P. falciparum Dd2 growth, SYBR Green, 72 h. Potency, µM (highest dose often 28.9 µM), for the others: at the highest dose activity, negative = inhibition, most hits filed as inhibitors. 4.3% of 120,000 active. AID 1347417; active = well fitted inhibition curve with a large enough effect; inconclusive = small, poorly fitted or top-dose-only effect; inactive = no such curve, though single readings can be large or run the other way;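 note: plate controls were DMSO vehicle for no effect and reference drug for full effect; nearly all actives have a fitted effect of over 65% in size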
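Readout: SYBR Green fluorescence, 485 nm excitation, 535 nm emission, after ~16 h lysis at 37C. Before that, Dd2-infected red cells (2.5% hematocrit) grew 72 h with compound, 29 uM top final concentration.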
* = called active by the depositor; i = inactive; ? = inconclusive; [ ] = remark or other dose. Potency is the fitted concentration of half-maximal effect. The list is partial; count on the stated rates, not on these rows.

SMILES	Pf Dd2 growth
O=C(Nc1nccs1)C1CC(=O)N(c2n[nH]c3cccc(F)c23)C1 (stereo unspecified)	1.3%
COc1ccc(NC(=O)O[C@@H]2CO[C@H]3[C@@H]2OC[C@@H]3NS(=O)(=O)Cc2ccccc2)cc1	-3.6%
CC1=C(C(=O)N(C)C)C(c2ccc(Cl)cc2)N2C(CC(=O)NCc3ccccc3)=CSC2=N1 (stereo unspecified)	i
CCOc1cc2[nH]c(=O)n(CCC(=O)N3CCN(c4cccc(Cl)c4)CC3)c(=O)c2cc1OCC	12.6%[0.594 µM]
COc1cccc(N2C(=O)NC(=NC3CCCC3)C23CCCN(Cc2ccsc2)C3)c1 (stereo unspecified)	8.91µM*
CC(=O)NS(=O)(=O)c1ccc(NC(=O)c2cccn(Cc3ccc(Cl)cc3)c2=O)cc1	-1.4%
COCCOC1CCOC2(CCN(S(=O)(=O)Cc3ccccc3)CC2)C1 (stereo unspecified)	?
CCOc1ccccc1CN1CCC2(CCN(C(=O)OC)CC2)Oc2ccccc21	?
CC(C)c1ccc(C2c3c(-c4ccccc4O)n[nH]c3C(=O)N2CCc2ccccc2)cc1 (stereo unspecified)	?
CC(=O)Nc1ccc(C2(C(=O)NCc3ccc(F)c(Cl)c3)CCC2)cc1	-16.6%
Cc1ccccc1Oc1ncccc1CNCc1cccc(O)c1	12.6µM*
CNC(=O)[C@@H](c1ccccc1F)N1CCC[C@H]1C(=O)N(C)CCN(C)C	0.5%[44.1 µM]
CN(C)C(=O)N1Cc2ccccc2OC2(CCN(C(=O)c3ccnc(N)c3)CC2)C1	32.4%[activator]
CC(C)N1CC2(C1)C(=O)N(C)C(=O)[C@@H]1C[C@@H](O)CN12	i
Cc1nc2ccc(S(=O)(=O)N(CC(=O)Nc3ccc(F)cc3F)Cc3ccccc3)cc2s1	-11.0%
CCc1nc2c(c(-c3ccc(OC)cc3)n1)CN(C(=O)c1ccc(C)cc1)CC2	-23.2%
COc1ccccc1C1C=C(c2ccc(F)cc2)Nc2nc(-c3ccc(Cl)cc3)nn21 (stereo unspecified)	11.2µM*
Cc1ccc(CNC(=O)CCCCCn2c(=O)c3sccc3n(CC(=O)N3CCCCC3C)c2=O)cc1 (stereo unspecified)	i
O=C(NC1CCCCC1)c1ccc(CN2C(=O)NC3(CCS(=O)(=O)CC3)C2=O)cc1	?
CCc1ccc(NC(=O)CCn2nc(C)c(S(=O)(=O)N3CCCCC3)c2C)cc1	39.3%[activator]
CCNC(=O)NC[C@H]1O[C@H](Cc2cc(CN(C)Cc3ccccc3)on2)CC[C@@H]1O	i
COc1ccc(Nc2cnc3ccc(-c4ccc(OC)c(OC)c4)nn23)cn1	i
COc1ccc(Cn2ccn(Cc3cccc(OC)c3)c(=O)c2=O)cc1	15.3%
CC(C)C(=O)N1CCC(N2C(=O)C3(CCCC3)C2c2ccccc2)CC1 (stereo unspecified)	-5.5%
CCOc1ccccc1NC(=O)Cn1c(=O)n(-c2ccc(Cl)cc2)c(=O)c2oc3ccccc3c21	-6.2%
O=C(NCCCc1ccccc1)c1nnn2c1COC(c1ccc(Br)cc1)C2 (stereo unspecified)	-28.8%
CCc1ccc(NC(=O)C2CCCN(S(=O)(=O)c3c(C)[nH]c(=O)[nH]c3=O)C2)cc1 (stereo unspecified)	-2.6%
CCC(CC)NC(=O)C1CCCN(C(=O)c2ccccc2)CCC(=O)NCC1 (stereo unspecified)	-2.9%
CCOC(=O)C1(Cc2ccc(F)cc2)CCCNC1 (stereo unspecified)	2.82µM*
COc1cc(OC)cc(-c2onc(C)c2C(=O)NCc2ccc(F)c(F)c2)c1	i
COc1ccc(C(=O)N2CCc3ccc(C(=O)NCc4ccccc4C)cc32)cc1	i
O=C1[C@@H]2C[C@@H](CN2Cc2ccccc2)Oc2ccccc2N1CC1CC1	?
COc1cccc(NC(=O)CCNS(=O)(=O)c2ccc3c(c2)oc(=O)n3C)c1	-10.7%
COc1cccc(CC(=O)N2CCC[C@H]2C(=O)N2CCCCCCNC(=O)CC2)c1	12.1%
CCOC(=O)c1c(-c2ccc(C)cc2)csc1NC(=O)c1ccc(C(C)(C)C)cc1	46.4%[activator]
Cc1ccc(-c2cc(N3CCC(CNC(=O)c4cc(C5CC5)[nH]n4)CC3)n[nH]2)cc1	?
Cc1ccc(C)c(C(=O)NCc2nnc3ccc(-c4ccc(C)c(C)c4)nn23)c1	i
O=C1NC2(CCCCC2)C(=O)N1CC(=O)N1CCCc2ccccc21	i
CCn1nc(C)c(CCN(C)C(=O)Nc2cc(Cl)ccc2C)c1C	44.8%[activator]
CNc1ccc(C(=O)NCCCc2c(C)noc2C)cn1	7.1%
CCN1CCN(CCNC(=O)Cc2cccn2-c2ccc(C)cc2)CC1	?
COc1ccc(OCc2nc(C(=O)N3CCCC(C)(CO)C3)co2)cc1 (stereo unspecified)	-14.5%
CC1=C[C@@H](CNC(=O)c2ccccc2)[C@H](C(C)C)C[C@H]1CC(=O)N1CCCC1	11.2µM*
Cc1cc(C)c2c(=O)cc(C(=O)Nc3ccccc3Cl)oc2c1	i
O=C(CN1CCN(c2ncccn2)[C@@H]2CS(=O)(=O)C[C@@H]21)NCc1ccco1	1.1%
C=CCCC(CN1CCSCC1)Oc1ncc(C)c(N(C)C)n1 (stereo unspecified)	?
CC(C)CN(Cc1cccnc1)C1CN(S(=O)(=O)Cc2ccccc2F)C1	?
COc1cccc(NC(=O)Cn2c(-c3cccc(Cl)c3)nc(C)c(CCO)c2=O)c1	-24.1%
CCCNC(=O)C1CCN(c2ncnc3c2nc2n3CCCCC2)CC1	-8.7%
CCCc1nn2c(=O)cc(COC(=O)c3ccc(NC(=O)COc4ccccc4F)cc3)nc2s1	i
COc1ccc(NC(=O)CSc2cn(CC(=O)N3CCCCC3)c3ccccc23)c(OC)c1	-16.7%
CC(=O)N1CCCC2(C1)C(=NC1CCCCC1)NC(=O)N2c1cccnc1 (stereo unspecified)	-9.8%
CCOCCN1C(=O)COC[C@@H]1[C@H](O)c1ccc(NC(=O)Cc2ccccc2)cc1	?
O=C(COCc1cc(-c2cccs2)on1)NCc1ccc(Cl)cc1	35.3%[activator]
CCC(=O)N1CCc2cc(S(=O)(=O)NCCC(=O)NCc3ccc(OC)cc3)ccc21	-1.6%
COc1ccc(NC(=O)C2CCCN(S(=O)(=O)c3ccc4c(c3)CCCN4C(C)=O)C2)cc1 (stereo unspecified)	i
Cc1c(C(=O)N[C@H](c2cnn(C)c2)C2CC(O)C2)sc2nc[nH]c(=O)c12 (stereo partly specified)	-8.1%
Cc1ccn2c(C(=O)N3CCn4nc(CCC(=O)NC(C)C)cc4C3)nnc2n1	0.9%
COc1ccc(-c2noc([C@@H](C)NS(=O)(=O)c3ccccc3)c2C(=O)O)cc1	11.6%[44.1 µM]
CCCc1nn(-c2cccc(C)c2)c(=O)n1CC(=O)NCc1ccc(C)o1	-23.0%

A draw from above in order of length of the SMILES, rising.
SMILES	Pf Dd2 growth
CC(=O)N1CCCC2(C1)C(=NC1CCCCC1)NC(=O)N2c1cccnc1 (stereo unspecified)	-9.8%
Cc1ccn2c(C(=O)N3CCn4nc(CCC(=O)NC(C)C)cc4C3)nnc2n1	0.9%
CCC(=O)N1CCc2cc(S(=O)(=O)NCCC(=O)NCc3ccc(OC)cc3)ccc21	-1.6%

The listing continues:
SMILES	Pf Dd2 growth
COC(=O)NC(C)c1nc(-c2cccnn2)no1 (stereo unspecified)	-7.5%
CCOc1cccc(CNC(=O)[C@H]2CCC[C@H]2NC(=O)c2ccc(OC)nc2)c1	-24.6%
O[C@@H]1CO[C@H]2[C@@H]1OC[C@@H]2n1nnnc1SCc1ccco1	-8.0%[44.1 µM]
COc1ccccc1NC(=O)c1ccc2[nH]c(C)cc(=O)c2c1	?
CSc1ncccc1C(=O)NC1CC(=O)N(CC2CCCCC2)C1 (stereo unspecified)	-4.3%
CSc1nn(CC(=O)Nc2ccc(C)cc2C)c(N)c1S(=O)(=O)c1ccc(Cl)cc1	13.7%
Cc1nc2cccnc2n1CC1CCCN(S(=O)(=O)c2ccc(F)c(Cl)c2)C1 (stereo unspecified)	?
COc1ccc(C2Cn3nnc(C(=O)N4CCN(C(=O)c5ccccc5)CC4)c3CO2)cc1 (stereo unspecified)	?
COc1ccc(C(=O)N2CC[C@@H]3COCCN(C)[C@@H]3C2)c(OC)c1	i
CC(C)CNC(=O)N1CCC(c2noc(C3CC3)n2)C1 (stereo unspecified)	i[5.79 µM]
CN(Cc1cccnc1)Cc1nc(C2(O)CCN(C(=O)c3ccc(F)cc3)CC2)cs1	-3.1%
Cc1ccc(NC(=O)Cn2c(=O)n(CC3CCC(C(=O)NC(C)C)CC3)c(=O)c3sccc32)cc1 (stereo unspecified)	?

Reformatted bar-delimited: part of the list above.
canonical_smiles | Pf Dd2 growth
CC(C)CNC(=O)N1CCC(c2noc(C3CC3)n2)C1 (stereo unspecified) | i[5.79 µM]
CN(Cc1cccnc1)Cc1nc(C2(O)CCN(C(=O)c3ccc(F)cc3)CC2)cs1 | -3.1%
Cc1ccc(NC(=O)Cn2c(=O)n(CC3CCC(C(=O)NC(C)C)CC3)c(=O)c3sccc32)cc1 (stereo unspecified) | ?

Given in markdown: part of the list above
| molecule | Pf Dd2 growth |
| --- | --- |
| CSc1nn(CC(=O)Nc2ccc(C)cc2C)c(N)c1S(=O)(=O)c1ccc(Cl)cc1 | 13.7% |
| Cc1nc2cccnc2n1CC1CCCN(S(=O)(=O)c2ccc(F)c(Cl)c2)C1 (stereo unspecified) | ? |
| COc1ccc(C2Cn3nnc(C(=O)N4CCN(C(=O)c5ccccc5)CC4)c3CO2)cc1 (stereo unspecified) | ? |
| COc1ccc(C(=O)N2CC[C@@H]3COCCN(C)[C@@H]3C2)c(OC)c1 | i |
| CC(C)CNC(=O)N1CCC(c2noc(C3CC3)n2)C1 (stereo unspecified) | i[5.79 µM] |

Continuation:
SMILES	Pf Dd2 growth
CCOc1ccccc1NC(=O)Cn1cc(C(=O)c2ccc(Cl)cc2)c(=O)c2ccc(C)nc21	-16.1%
NC(=O)[C@H](Cc1cccs1)NC(=O)[C@@]1(O)C[C@@H](O)[C@H](O)[C@@H](NC(=O)Nc2ccc(OC(F)(F)F)cc2)C1	-9.2%
Cc1ccc(C(=O)N2CCC(n3cc(-c4nc(C(C)C)no4)nn3)CC2)cc1	133.7%[activator]
CS(=O)(=O)c1ccc(CN2C[C@@H]3OCC(=O)N(Cc4ccc(F)cc4)[C@@H]3C2)cc1	-9.3%[44.1 µM]
COc1ccccc1CC(=O)NCc1nnc2ccc(-c3ccc(C)c(C)c3)nn12	-22.8%
CC1(C)CC(NC(=O)Cn2nc3c(cc2=O)CCCCC3)CCO1 (stereo unspecified)	2.5%
COc1ccc2c(c1)c1c(c(=O)n(-c3ccccc3C)c(=O)n1Cc1cccc(C(F)(F)F)c1)n2C	?
O=C(NC1CC1)C1CCCN(c2nc3ncccc3o2)C1 (stereo unspecified)	-24.1%[44.1 µM]
CC(C)NC(=O)N1CCN2C(=O)c3cc(-c4ccc5c(c4)OCO5)ccc3NC(=O)[C@H]2C1	?
CCN(CC)CCCNC(=O)Cc1csc2nc(-c3ccc(Cl)cc3)cn12	8.91µM*
CCc1ccc(NC(=O)CN2C(=O)CC(c3ccccc3)Sc3ccccc32)cc1 (stereo unspecified)	?
O=C(CCCc1c[nH]c2ccccc12)N1CCc2nc3cc(-c4ccccc4)[nH]n3c(=O)c2C1	17.1%[5.79 µM]
COc1ccc(S(=O)(=O)N2C[C@@H]3C[C@H](C2)c2ccc(-c4ccc(OC(F)(F)F)cc4)c(=O)n2C3)cc1	-21.6%
COc1ccccc1-c1noc(-c2nnn3c2COC(c2ccc(Cl)cc2)C3)n1 (stereo unspecified)	i
COc1cccc(C(=O)NC(C(=O)N2CCCCC2)C2CCN(C(=O)c3cccc(F)c3)CC2)c1 (stereo unspecified)	8.91µM*
CCN1C(=O)N(C2Cc3ccccc3C2)C(=O)C12CCN(Cc1cnc(-c3ccccc3)s1)CC2	0.6%
Cc1ccc(-n2c(CCC(=O)O)ccc2-c2cccs2)cc1C	-24.3%
CCc1ccc(NCc2cc3ccc(OC)cc3n(CC(=O)Nc3ccc(C)c(Cl)c3)c2=O)cc1	-24.4%
CCC(CC)C(=O)NC[C@H]1C[C@@H]2CCN1C[C@@H]2c1cc(-c2ccccc2Br)nc(C)n1	?
Cn1cc(CN2C[C@@H](F)[C@@H](OCc3nc4ccccc4o3)C2)c2ccccc21	?
CC1=C(C(=O)Nc2ccc(C)cc2C)C(c2ccc(Br)cc2)n2ncc(C(=O)Nc3cccc(C)c3)c2N1 (stereo unspecified)	1.12µM*
CCCC1CN(C(=O)OC(C)(C)C)CCN1 (stereo unspecified)	?
CN(C)C[C@@H]1CN(c2ccncn2)C[C@H]1NC(=O)CC1CCCCC1	?
Cc1nn(-c2ccc(C(F)(F)F)cc2)c(C)c1[C@@H]1C=C[C@@H](NC(=O)Nc2cccc(C#N)c2)C1	?
O=C(CCC1N=C2c3ccccc3N=C(SCc3cccc(F)c3)N2C1=O)NCc1ccc(F)cc1 (stereo unspecified)	?
Cc1cc(NC(=O)Cn2c(=O)nc(-c3ccccc3F)c3cc(Cl)ccc32)ccc1Br	3.4%
COc1ccc(NC(=O)C2CCN(S(=O)(=O)c3c(C)noc3/C=C/c3ccc(C)cc3)CC2)cc1Cl	16.4%
O=C(c1ccco1)N1CCCCC1c1nc(CCOCC2CC2)no1 (stereo unspecified)	-14.9%
CC1CCN(C(=O)CSc2nc3c([nH]c4ccccc43)c(=O)n2-c2ccccc2)CC1	29.4%
CCCS(=O)(=O)N1CC(=O)N(c2ccc(C)cc2)C(C)(C(=O)NC2CCCCCC2)C1 (stereo unspecified)	10.3%
CN1[C@@H](CCC(=O)N2CCCC2)CNC(=O)[C@@H]2[C@H]1CCN2Cc1nc2ccccc2n1C	-5.9%
